Screens from PubChem BioAssay.
ERa SRC1 pot: enhances coactivator binding to human estrogen receptor alpha; AID 639; hit rate 1.3% among 86,000; P03372; TR-FRET ERalpha-LBD/SRC-Cy5 coactivator binding, 2 h; 100 = basal binding, no effect; coactivator binding (% of control), % at 25.6 µM; in the data active means activity above about 200%;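 further: binding measured in presence of low estradiol as agonist stimulus; 0% = peptide alone without receptor and 100% = receptor with peptide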
CD11b adhes inh: inhibitors of human CD11b/CD18 binding to fibrinogen. hit rate 0.54% among 93,000. AID 1497. inhibition, % at 10 µM. K562 CD11b/CD18 adhesion to fibrinogen, ATPlite luminescence; Mn2+ added to activate the integrin;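 active means primary inhibition of 50% or more at 10 µM, then 40% or more on retest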; further: some results filed as inactive read as strong as hits
Candida biofilm: kills Candida albicans biofilms; AID 834; C. albicans biofilm + clotrimazole, Alamar Blue; hit rate 0.14% among 85,000; inhibition, % at 6 µM;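 active means inhibition above 20%; inactive means inhibition below 20%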;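 further: preformed 24 hr biofilms exposed to compound for 48 hr; 0% = biofilm without compound and 100% = blank killed by clotrimazole plus chlorhexidine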
Mac1 fbg enh: CD11b/CD18-fibrinogen binding enhancement; hit rate 0.07% among 93,000; activation, % at 10 µM; AID 1499; P05107+P11215; K562 CD11b/CD18 adhesion to fibrinogen, ATPlite luminescence;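 active means 10 µM primary screen giving 50% or more activity, confirmed by 40% or more on retest at that dose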; further: strong numbers were not always called active; reference of the scale not given here
sEH act: activators of human soluble epoxide hydrolase; P34913; AID 717; purified human sEH enzymatic activity, activator screen; hit rate 0.04% among 91,000; activation, % at 2 µM; in the data active means activation above about 37%; further: values of inactives mirror those of a sister screen read the other way
Target sequence (P34913 whole entry, looked up): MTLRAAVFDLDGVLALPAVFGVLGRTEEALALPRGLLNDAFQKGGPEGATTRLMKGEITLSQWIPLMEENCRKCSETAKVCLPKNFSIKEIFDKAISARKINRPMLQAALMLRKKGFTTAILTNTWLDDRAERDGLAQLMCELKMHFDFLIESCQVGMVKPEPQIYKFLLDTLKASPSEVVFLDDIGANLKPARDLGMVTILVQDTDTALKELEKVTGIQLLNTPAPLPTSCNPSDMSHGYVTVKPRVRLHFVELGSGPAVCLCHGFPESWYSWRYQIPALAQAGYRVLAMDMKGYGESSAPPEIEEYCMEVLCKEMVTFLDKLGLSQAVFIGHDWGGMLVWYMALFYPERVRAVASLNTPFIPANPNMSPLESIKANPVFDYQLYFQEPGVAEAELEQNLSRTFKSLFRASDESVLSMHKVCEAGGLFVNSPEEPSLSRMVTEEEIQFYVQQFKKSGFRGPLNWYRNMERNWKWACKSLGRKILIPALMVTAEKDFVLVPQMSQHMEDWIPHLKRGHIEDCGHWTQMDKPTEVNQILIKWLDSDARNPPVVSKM
sEH inh: inhibitors of human soluble epoxide hydrolase. P34913. recombinant human sEH enzymatic activity assay. inhibition, % at 2 µM. hit rate 0.34% among 91,000. AID 707; in the data active means inhibition above about 80%; further: values of inactives mirror those of a sister screen read the other way; many of its hits are not listed in these tables
MT1-MMP txn act: MT1-MMP promoter transcription activation. HT1080 MT1-MMP promoter luciferase reporter, luminescence, overnight; stronger effect = higher value. activation factor at 10 µM. hit rate 0.16% among 86,000;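 active means activation factor of at least 2 for MT1-MMP transcription at 10 µM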
ERb SRC1 inh: blocks coactivator binding to human estrogen receptor beta. Q92731. TR-FRET ER-beta LBD / SRC1-Cy5 peptide binding; receptor agonist-loaded with 1 µM estradiol. inhibition, % at 25.6 µM. hit rate 1.3% among 86,000. AID 633;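 active means compounds whose percent inhibition of the receptor-coactivator binding signal exceeds about 50% in the single-dose screen, limit read from the data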;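 further: 0% = receptor plus peptide wells without compound and 100% = peptide-only wells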
Smad3 FoxH1 inh: blocks human Smad3 binding to FoxH1 peptide. AID 630. inhibition, % at 25 µM. P84022. TR-FRET Smad3/Dy647-FoxH1 peptide binding, europium anti-His. hit rate 0.29% among 88,000;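 active means compounds that reduce the energy-transfer binding signal between the protein and its labelled peptide by more than half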;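 further: 0% = Smad3 plus labelled peptide maximal FRET and 100% = peptide-only background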
* marks the source's active call; other numbers are inactive results; nt = no result given; [ ] = another dose, or the depositor's remark. An excerpt; rates above refer to the full screens.

#	SMILES	MT1-MMP txn act	CD11b adhes inh	Smad3 FoxH1 inh	sEH act	ERb SRC1 inh
1	CC1CN=C(Nc2ccccc2)S1 (stereo unspecified)	0.9	-1	nt	-1	nt
2	Cn1c(=O)n(CC(=O)N2CCC3(CC2)OCCO3)c(=O)c2ccccc21	1.4	0	2	nt	3
3	CC1CN(CCc2ccccc2)CC(C)O1 (stereo unspecified)	1	nt	-1	23	15[fluorescence artefact?]
4	CCC(C)N1C(=O)NC(=O)C2(Cc3c(ccc4ccccc34)N(C)C2)C1=O (stereo unspecified)	1.4	-3	6	-1	1
5	CC(Oc1ccc(-c2ccccc2)cc1)C(=O)O (stereo unspecified)	1	4	-3	-2	-6
6	COC(=O)C1C2c3ccccc3OC1(C)N=c1s/c(=C/c3cnn(C)c3)c(=O)n12 (stereo unspecified)	1.1	-15	2	nt	-2
7	COc1ccccc1CC1C(=O)C2CCN1CC2 (stereo unspecified)	1.1	-4	4	2	0
8	Cc1ccc(-c2nc3ccccc3c(=O)n2-n2cccc2)cc1	0.8	-13	0	-2	-3
9	CCOc1ccccc1-n1c(O)c(C=NCc2ccc3c(c2)OCO3)c(=O)[nH]c1=O	1.2	-8	7	-10	-19
10	CCOC(=O)C1CCN(/C=C2/C(=O)NC(=O)N(Cc3ccco3)C2=O)CC1	1.1	-1	4	nt	11
11	Cc1cc(N2CCOCC2)nc2ccc(NC(=O)CCC(=O)N3CCC4(CC3)OCCO4)cc12	1.3	11	-10	nt	4[fluorescence artefact?]
12	O=C1c2ccccc2C2(c3ccc(Cl)cc3)NCCN12 (stereo unspecified)	1.1	-19	-1	-8	2

#	sEH inh	Candida biofilm	ERa SRC1 pot	Mac1 fbg enh
1	-1	nt	nt	0
2	nt	7	125	2
3	-24	0	78	nt
4	2	-2	106	-3
5	1	1	118	-1
6	nt	-1	88[fluorescence artefact?]	-2
7	-3	1	127	7
8	2	-9	97	-2
9	9	7	100	1
10	nt	9	143	-2
11	nt	0	80	-4
12	8	-6	95[fluorescence artefact?]	-3

#	SMILES	MT1-MMP txn act	CD11b adhes inh	Smad3 FoxH1 inh	sEH act	ERb SRC1 inh
13	Cc1ccc(N)c(C(=O)c2ccccc2)c1	1.1	nt	-12	12	-7
14	OCCOCC#CCN1CCOCC1	1.2	-5	0	-7	-6
15	CCCN1C2CCCC1CC(NC(C)=O)C2 (stereo unspecified)	1.1	-14	4	18	-10[fluorescence artefact?]
16	CC(=O)Nc1cc(C(=O)N2CCC3(CC2)OCCO3)ccc1Sc1ccc(C)cc1	1.1	-14	0	-5	2
17	COc1ccccc1-n1c(O)c(C=NC2CC2)c(=O)[nH]c1=O	1	-2	20	14	-4
18	Cc1ccc(NC(=O)CN2C(=O)CN=C(c3ccccc3)c3cc(Cl)ccc32)cc1	nt	-8	2	2	3
19	COc1ccc(C2C(C(=O)N3CCC4(CC3)OCCO4)c3cc(OC)c(OC)cc3C(=O)N2C)cc1 (stereo unspecified)	1.5	-52	8	nt	-9
20	Cn1c(O)c(C=NCCCN2CCCC2=O)c(=O)n(C)c1=O	1	-9	4	nt	-4
21	O=c1[nH]c(=O)n(Cc2ccccc2)c(O)c1C=NCCCn1ccnc1	1	3	4	nt	0[fluorescence artefact?]
22	COc1ccc(S(=O)(=O)NC(CC(=O)N2CCC3(CC2)OCCO3)C(C)C)cc1 (stereo unspecified)	nt	1	9	-12	-8
23	CCCCC1(CCCC)C(=O)NC(=Nc2cccc(C)c2)NC1=O	1	nt	-4	1	2[fluorescence artefact?]

#	sEH inh	Candida biofilm	ERa SRC1 pot	Mac1 fbg enh
13	-13	1	89	nt
14	8	-3	83	-2
15	-16	5	180	-3
16	4	6	103	-4
17	-15	-5	103	-7
18	-3	5	97	-1
19	nt	0	107	0
20	nt	-2	110	2
21	nt	2	105	-2
22	10	4	103	-1
23	2	-1	90	nt

Ordered by SMILES length (rising): some entries from above
#	SMILES	MT1-MMP txn act	CD11b adhes inh	Smad3 FoxH1 inh	sEH act	ERb SRC1 inh
14	OCCOCC#CCN1CCOCC1	1.2	-5	0	-7	-6
3	CC1CN(CCc2ccccc2)CC(C)O1 (stereo unspecified)	1	nt	-1	23	15[fluorescence artefact?]
7	COc1ccccc1CC1C(=O)C2CCN1CC2 (stereo unspecified)	1.1	-4	4	2	0
5	CC(Oc1ccc(-c2ccccc2)cc1)C(=O)O (stereo unspecified)	1	4	-3	-2	-6
23	CCCCC1(CCCC)C(=O)NC(=Nc2cccc(C)c2)NC1=O	1	nt	-4	1	2[fluorescence artefact?]
16	CC(=O)Nc1cc(C(=O)N2CCC3(CC2)OCCO3)ccc1Sc1ccc(C)cc1	1.1	-14	0	-5	2
9	CCOc1ccccc1-n1c(O)c(C=NCc2ccc3c(c2)OCO3)c(=O)[nH]c1=O	1.2	-8	7	-10	-19
6	COC(=O)C1C2c3ccccc3OC1(C)N=c1s/c(=C/c3cnn(C)c3)c(=O)n12 (stereo unspecified)	1.1	-15	2	nt	-2
11	Cc1cc(N2CCOCC2)nc2ccc(NC(=O)CCC(=O)N3CCC4(CC3)OCCO4)cc12	1.3	11	-10	nt	4[fluorescence artefact?]

#	sEH inh	Candida biofilm	ERa SRC1 pot	Mac1 fbg enh
14	8	-3	83	-2
3	-24	0	78	nt
7	-3	1	127	7
5	1	1	118	-1
23	2	-1	90	nt
16	4	6	103	-4
9	9	7	100	1
6	nt	-1	88[fluorescence artefact?]	-2
11	nt	0	80	-4
